Compound activity deposited in PubChem by several laboratories.
NALP1 inh: NALP1 inflammasome inhibitors in reconstituted yeast, colorimetric, S. cerevisiae, triplicate retest. S. cerevisiae NALP1/ASC/caspase-1 growth, X-gal OD620, 72 h. inhibition, % at 10 µM. actives 0.61% (n = 280,000). AID 2071, 2009; in the data active = inhibition mostly above about 24%, no sharp cut-off; inactive = mostly below about 32%; note: some compounds called inactive have numbers as strong as hits
DNA FID counter: compounds displacing fluorescent DNA intercalator, primary screen, artefact control for HCV NS3 helicase inhibitor project, biochemical, FID fluorescence; inhibition, % at 7.9 µM; AID 1845, 2009; actives 0.17% (n = 290,000); DNA fluorescent intercalator displacement; in the data active = inhibition above about 37%;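 note: 0% = vehicle and 100% = reference compound; higher means more ethidium bromide displaced from hairpin DNA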
PHOSPHO1 block: PubChem AID 1565. Phosphoethanolamine/phosphocholine phosphatase (Homo sapiens), Q8TCT1. recombinant PHOSPHO1, absorbance phosphatase assay. inhibition, % at 13.3 µM. actives 1.1% (n = 290,000); in the data active = inhibition above about 60%
Target sequence (Q8TCT1 whole entry, looked up): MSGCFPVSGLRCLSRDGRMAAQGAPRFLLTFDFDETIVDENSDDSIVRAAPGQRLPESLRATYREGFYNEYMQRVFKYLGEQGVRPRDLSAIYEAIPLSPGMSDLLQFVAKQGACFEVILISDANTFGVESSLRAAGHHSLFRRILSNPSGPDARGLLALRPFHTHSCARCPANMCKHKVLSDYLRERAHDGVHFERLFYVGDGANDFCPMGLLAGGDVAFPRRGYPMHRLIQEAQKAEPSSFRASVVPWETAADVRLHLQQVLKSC
MEKK2mut PB1 HTS: MEK5 binding signal on mutant MEKK2 PB1, primary screen, biochemical, multiplex bead flow cytometry, Alexa488-MEK5; actives 0.35% (n = 290,000); percent response, % at 10 µM; Alexa488-MEK5 binding to MEKK2 mutant; in the data active = percent response above about 24%, passing the limit was not always enough; note: inactives centre near 1; some results filed as inactive read as strong as hits; reference of the scale not given here
OXTR agonist: human OXTR agonists, primary screen, fluorescence, CHO-OTR cells, Fluo-8 calcium; Oxytocin receptor (Homo sapiens), P30559; Fluo-8 calcium fluorescence; normalized: DMSO 0%, oxytocin 100%; activation, % at 3 µM; actives 0.32% (n = 320,000);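 active = activation above the mean of all tested compounds plus 3 SD, cutoff set per screening run, cut at about 20% in these data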;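 note: peak over basal fluorescence ratio from a 100 s FLIPR kinetic read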
Target sequence (P30559 whole entry, looked up): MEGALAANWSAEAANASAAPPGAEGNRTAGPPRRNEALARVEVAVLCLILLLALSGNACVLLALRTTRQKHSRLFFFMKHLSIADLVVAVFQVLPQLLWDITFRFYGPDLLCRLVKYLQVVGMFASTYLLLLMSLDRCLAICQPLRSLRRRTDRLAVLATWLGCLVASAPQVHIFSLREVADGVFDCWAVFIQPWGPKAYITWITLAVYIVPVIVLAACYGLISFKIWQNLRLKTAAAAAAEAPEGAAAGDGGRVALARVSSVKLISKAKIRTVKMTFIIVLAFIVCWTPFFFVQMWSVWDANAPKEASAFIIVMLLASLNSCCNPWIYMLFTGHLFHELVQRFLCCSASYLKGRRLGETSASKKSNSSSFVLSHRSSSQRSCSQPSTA
MEKK3 PB1 HTS: modulators of MEKK3-MEK5 PB1 binding, primary screen, biochemical, wildtype MEKK3, multiplex bead flow cytometry, Alexa488-MEK5. Mitogen-activated protein kinase kinase kinase 3 (Homo sapiens), Q99759. AID 1529, 2009. bead-based flow cytometry, Alexa488-MEK5 binding to MEKK3; actives lie on both sides; 0 = blocked by unlabeled MEK5, 100 = vehicle. actives 1.4% (n = 290,000). binding response (% of control), % at 10 µM;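 active = binding response more than 3 SD above or below the average of its plate-row segment, actives on both sides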;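 note: Alexa488 bead fluorescence after subtracting the streptavidin-only scavenger bead signal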
GPR7 antag: GPR7 receptor antagonists, primary screen, cell-based, fluorescence, single concentration | inhibition, % at 4.4 µM | actives 1.1% (n = 290,000) | GPR7-expressing cells, fluorescence antagonist assay | AID 1861, 2009; in the data active = inhibition above about 16%, passing the limit was not always enough;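 note: cells stimulated with the agonist NPW; 0% = agonist with vehicle and 100% = vehicle without agonist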
Target sequence (P48145 whole entry, looked up): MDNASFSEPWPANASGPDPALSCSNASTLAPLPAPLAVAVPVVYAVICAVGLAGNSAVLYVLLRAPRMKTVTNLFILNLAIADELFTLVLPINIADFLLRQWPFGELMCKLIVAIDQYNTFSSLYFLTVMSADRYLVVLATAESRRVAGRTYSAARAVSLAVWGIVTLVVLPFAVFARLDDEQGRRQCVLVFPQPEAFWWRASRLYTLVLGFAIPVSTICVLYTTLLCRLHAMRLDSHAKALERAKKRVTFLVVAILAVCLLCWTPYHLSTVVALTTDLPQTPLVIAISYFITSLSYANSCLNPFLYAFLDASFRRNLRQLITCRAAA
MEKK2 WT-MEK5: modulators of MEK5 binding to wildtype MEKK2, primary screen, biochemical, multiplex bead flow cytometry, Alexa488-MEK5; Mitogen-activated protein kinase kinase kinase 2 (Homo sapiens), Q9Y2U5; actives 1.1% (n = 290,000); AID 1531, 2009; binding response (% of control), % at 10 µM; Alexa488-MEK5 binding to MEKK2 WT; actives lie on both sides; in the data active = binding response below about 67% or above about 130%
PfM18AAP inh: PfM18AAP inhibitors, malaria aminopeptidase, primary screen, biochemical, QFRET, recombinant enzyme; AID 1822, 2009; H-Glu-NHMec fluorogenic cleavage; actives 1.2% (n = 290,000); inhibition, % at 7.35 µM;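 active = inhibition above the campaign mean inhibition over all tested compounds plus 3 SD, cut at about 28% in these data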;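 note: 0% = plate median of test compound wells and 100% = 2 mM ZnCl2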
Active calls of the source: *; nt = not tested or not shown; [ ] = remark or other dose. An unsorted share of the library (roughly 6.2% active in at least one column).

Structure	NALP1 inh	DNA FID counter	PHOSPHO1 block	MEKK2mut PB1 HTS	OXTR agonist	MEKK3 PB1 HTS	GPR7 antag	MEKK2 WT-MEK5	PfM18AAP inh
O=C(COC(=O)/C(=C/c1cccs1)c1cccs1)NC(c1ccccc1)c1ccccc1	21	-9	10	-2	0.0	99	-8	98	3
CC(NC(=O)CSc1nc2c(c(C(F)(F)F)n1)CCc1ccccc1-2)c1ccccc1 (configuration not stated)	6	0	5	1	-1.0	95	16	100	-22
O=C(Nc1cccnc1)C1CCC(CNS(=O)(=O)c2cccc3nsnc23)CC1 (configuration not stated)	nt	-20	46	-5	0.9	94	-10	95	4
Nn1c(C2CCC2)nc2cc(Cl)ccc2c1=O	5	-2	20	7	-0.2	106	-13	106	-2
COc1cc2ccccc2cc1C(=O)Nc1ccc(Cl)cn1	15	-4	14	3	-0.4	101	-20	102	1
CCC(=O)Nc1ccc2c(c1)nc(CCNC(=O)c1ccco1)n2C	4	-5	26	-2	1.1	97	-4	98	-1
CCN(CC)S(=O)(=O)c1cccc(C(=O)N[C@H](C(=O)OCC(=O)Nc2ccccc2)C(C)C)c1	19	-31	3	1	-1.7	102	8	100	-4
COC(=O)c1sccc1NC(=O)Cc1ccc(OC)cc1	41	-18	9	5	-1.0	109	1	108	-1
CC(=O)Nc1ccc(S(=O)(=O)Nc2cccc(-c3cn4c(n3)SCC4)c2)cc1	8	-3	-13	-3	-0.5	97	-8	97	2
CCOC(=O)C1(CC2CC2)CCN(Cc2ccc(OC)cc2F)CC1	5	16	-2	-11	0.5	100	3	95	5
CCCc1c(C(=O)N/N=C/C(C)=C/c2ccco2)nnn1-c1nonc1N	12	-25	28	0	-0.1	100	-1	99	8
Cc1cccc(-n2nc3c(c2NC(=O)c2ccco2)CSC3)c1C	13	-3	39	-14	0.9	91	6	85	4
CC(=O)c1ccccc1NC(=O)COC(=O)c1ccccc1NC(=O)c1ccccc1	2	3	2	9	-1.9	97	-3	119	-1
O=[N+]([O-])c1ccc(CSc2nnc(SCc3ccccc3)s2)cc1	26	0	-2	-2	-0.5	60*[inhibitor]	1	91	-11
CCc1nnc(NC(=O)CCN(c2ccc(C)cc2)S(=O)(=O)c2ccccc2)s1	33	-42	9	0	-2.4	108	-4	108	-4
CC(C)C1C2=C(CC(C)(C)CC2=O)ON1c1ccccc1 (configuration not stated)	12	-5	17	1	-2.3	104	19	96	-8
Cc1ccc2[nH]c(O)c(N=Nc3ccccc3C)c2c1	14	1	19	3	0.7	101	-4	107	6
C[C@@H](C(=O)Nc1cccc(S(=O)(=O)N2CCOCC2)c1)N1C(=O)C2CC=CCC2C1=O (some centres not stated)	6	-7	11	-3	-0.4	102	-10	99	-1
CCOC(=O)c1sc(N)c(C#N)c1CSc1nc2ccc(C)cc2[nH]1	15	-12	-3	1	-2.0	100	-5	100	-8
COc1ccc(OC)c(NC(=O)CCNS(=O)(=O)c2ccc3c(c2)c(=O)n(C)c(=O)n3C)c1	6	-8	12	-6	0.1	97	-5	93	-1
CCCN(CCC)C1Sc2ccc(C(=O)OC)cc2NC1=O (configuration not stated)	24	0	15	nt	-0.5	nt	-11	nt	10
COc1cc(C(=O)Nc2nccs2)ccc1OCc1c(C)noc1C	2	-16	18	-7	1.9	85	-2	91	2
CN(C)C(=O)c1c([N+](=O)[O-])c(C(C)(C)C)nn1C	32	0	10	-3	0.0	93	6	95	-5
c1cc(N2CCCC2)ccc1C(c1nnnn1C1CCCCC1)N1CCOCC1 (configuration not stated)	18	-16	92*	2	1.4	96	0	-5.0*	20
COc1cc(-c2nc3cnccn3c2NC(C)(C)CC(C)(C)C)ccc1O	16	-40	8	4	-2.0	100	-17	100	16
Cc1ccc(-c2nc(CS(=O)CC(=O)NCCN3CCCCCC3)c(C)o2)cc1 (configuration not stated)	26	-3	32	8	-1.7	101	-6	115	2
Cc1cccc(-c2n[nH]c(=S)n2/N=C/C=C/c2ccco2)c1	-3	-14	42	6	-2.4	100	-13	100	11
CCn1c(=O)c(C(=O)CN2CCN(S(=O)(=O)c3ccccc3)CC2)c(N)n(Cc2ccccc2)c1=O	2	-9	48	-6	0.5	98	-9	91	5
COc1ccccc1N=Cc1c(C)[nH]n(-c2ccc(C)cc2C)c1=O	-8	-8	49	-13	-2.8	97	-15	81	0
O=C(NC(=S)N1CCN(c2nc(-c3ccccc3)cs2)CC1)c1cccnc1	26	-15	5	-2	1.6	98	10	98	2
Cc1ccnc(NS(=O)(=O)c2ccc(C(C)(C)C)cc2)c1	-5	-3	21	-12	2.0	96	2	84	-10
CCOc1ccc(-n2c(SCC(=O)Nc3cc(C)on3)nc3c(c2=O)SCC3)cc1	1	-28	43	0	-0.6	101	-13	105	2
COc1cc(N=Cc2c(O)[nH]c3ccccc23)cc(OC)c1OC	30	-23	58	5	-0.3	112	-21	111	8
COc1ccc(-c2nnc3ccc(SCC(=O)N4CCOCC4)nn23)cc1	nt	nt	10	4	0.2	97	nt	102	nt
Cc1c(C(=O)N2CCCCC2)c(S(=O)(=O)N(C)Cc2ccccc2)c(C)n1C	1	-43	8	3	-0.4	98	-5	100	-4
CCOC(=O)N1CCC(NC(=O)CSCc2nc(-c3ccc(OCC)cc3)oc2C)CC1	21	-56	49	1	1.2	100	-10	101	4
Cc1ccccc1CNC(=O)C1CCCN(c2cnccn2)C1 (configuration not stated)	14	-8	26	2	1.4	99	-5	102	-15
COc1ccc(/C=N\NC(=O)C2=NNC(=O)C2C)cc1 (configuration not stated)	8	-5	3	3	0.2	103	2	102	8
CN1CCN(c2c(F)cc3c(=O)c(C(=O)O)cn(CCF)c3c2F)CC1	-14	-3	28	4	nt	103	-9	104	-3
CN(C)S(=O)(=O)Oc1ccsc1C(=O)Nc1ccc(Br)cc1	0	2	11	-1	-0.5	116	5	108	-4
Cc1nc2scc(C)n2c(=O)c1S(=O)(=O)Nc1ccc(N2CCN(C(=O)C(C)C)CC2)cc1	19	-41	28	-8	1.6	94	-6	98	8
COc1cc2cc(C(c3nnnn3Cc3ccc(F)cc3)N3CCCCCC3)c(=O)[nH]c2cc1OC (configuration not stated)	15	-9	-12	2	0.1	102	-16	98	0
Cc1[nH][nH]c(=O)c1C(c1ccc(-c2cccc(C(=O)O)c2)o1)c1c(C)[nH][nH]c1=O	-18	-3	33	-6	0.8	103	-3	93	21
Cn1c(=O)c2[nH]c(-c3ccccc3)c(O)c2n(C)c1=O	21	-5	-4	0	6.5	111	-4	101	58*
CN=CC1=C(O)c2ccccc2C1=O	7	1	31	6	-0.1	107	7	110	-15
CC(=O)c1cc(CC=C(C)C)c(O)cc1O	6	1	-8	11	-1.9	106	8	103	-4
CC1CCc2[nH]c3ccc(C(=O)N(C)CC(=O)Nc4ccc(F)cc4)cc3c2C1 (configuration not stated)	15	-14	32	8	4.2	108	-17	113	-4
Cc1cc(NC(=O)CSc2ccc3nnc(CCNS(=O)(=O)c4ccccc4)n3n2)no1	9	-6	-7	3	-0.9	103	-19	101	3
O=C1NCCCCC1NS(=O)(=O)c1ccc(F)c(F)c1 (configuration not stated)	15	-3	1	-17	-0.5	88	-10	90	-9
O=C(O)COc1ccc(/C=N/NC(=O)c2cccc3ccccc23)cc1	10	-11	20	3	-0.4	99	-3	101	1
Cc1ccc(F)cc1NC(=O)Cc1ncc(C(F)(F)F)cc1Cl	42	0	11	-7	-1.9	90	7	92	-8
COc1cc(/C=C(\C#N)c2nc3ccccc3[nH]2)ccc1O	2	3	13	13	7.8	105	1	110	9
Cc1ccc2cccc(OCCCOc3ccccc3F)c2n1	19	-23	8	0	-1.5	100	-5	101	-8
O=C1CCC[C@@H]2Cc3[nH]c4c(Cl)ccc(Cl)c4c3[C@@H]3CCN1[C@H]23	14	-32	-13	-6	5.6	98	3	95	6
Cc1cc(=O)oc2cc(OCC(=O)OC(C)C(=O)NC3CCCC3)ccc12 (configuration not stated)	12	-17	7	3	0.1	98	-11	90	7
Cc1ccc(S(=O)(=O)N/N=C/c2ccc(C#N)cc2)cc1	17	-1	6	7	-0.9	103	-1	105	8
NC(=O)CCC(=O)N1CCCC(C(=O)c2ccc(C(F)(F)F)cc2)C1 (configuration not stated)	-2	-14	36	6	0.7	100	-6	101	2
CCc1ccc(S(=O)(=O)N2CCN(C(=O)C3CCN(C(C)=O)CC3)CC2)cc1	2	-21	46	9	-0.5	103	-1	107	-11
Cc1ccc(-c2cc(-c3ccco3)c3c(N)c(C(=O)NN)oc3n2)cc1	-9	-15	12	-20	0.9	87	-8	86	4
CN(c1ccc([N+](=O)[O-])cc1C(=O)Nc1ccccc1)C1CCCCC1	5	4	-1	8	-1.5	109	-10	107	1

Some entries already given with just MEKK2mut PB1 HTS, MEKK3 PB1 HTS and NALP1 inh:
Compound	MEKK2mut PB1 HTS	MEKK3 PB1 HTS	NALP1 inh
CN(C)S(=O)(=O)Oc1ccsc1C(=O)Nc1ccc(Br)cc1	-1	116	0
Cc1[nH][nH]c(=O)c1C(c1ccc(-c2cccc(C(=O)O)c2)o1)c1c(C)[nH][nH]c1=O	-6	103	-18
Cn1c(=O)c2[nH]c(-c3ccccc3)c(O)c2n(C)c1=O	0	111	21
Cc1cc(=O)oc2cc(OCC(=O)OC(C)C(=O)NC3CCCC3)ccc12 (configuration not stated)	3	98	12

Further compounds follow:
Structure	NALP1 inh	DNA FID counter	PHOSPHO1 block	MEKK2mut PB1 HTS	OXTR agonist	MEKK3 PB1 HTS	GPR7 antag	MEKK2 WT-MEK5	PfM18AAP inh
COC(=O)c1cn(CC(=O)N2CCCCCC2)c2ccccc12	1	-10	12	8	-0.6	102	-16	102	-17
Cn1cc(/C=C(\NC(=O)c2ccccc2)C(=O)NCCN2CCOCC2)c2ccccc21	24	1	51	-3	1.2	95	2	95	2
CC1CN(Cc2nc3c(c(=O)n(C)c(=O)n3C)n2CCCO)CC(C)O1 (configuration not stated)	18	-3	3	-3	0.1	103	-2	101	2
O=C(NCc1ccccc1Cl)C1CCCN(c2ncnc3c2nc2n3CCCCC2)C1 (configuration not stated)	12	-64	38	-11	-2.5	94	0	94	-7
CC(C)N1C(=O)CC(Nc2cccc3cccc(N)c23)C1=O (configuration not stated)	-9	-8	26	7	nt	100	-9	100	-35
Cc1ccc(-c2nc3ccc([N+](=O)[O-])cc3[nH]2)cc1	26	9	-19	-4	0.0	106	54*	105	3
Cc1nc(Nc2cccc(C(C)O)c2)c2nnn(Cc3ccccc3F)c2n1 (configuration not stated)	-3	-25	21	-2	1.5	102	8	95	4
Cc1cc(Cl)ccc1OCCNC(=S)NC(=O)c1cccnc1	10	-13	41	6	-0.6	103	-14	106	0
Cc1cccc(-c2noc(CCC(=O)NC3CCCC3)n2)c1	15	-17	-9	-4	3.9	101	-8	94	-1
